PI4K2A inh – inhibitors of human PI4K2A; Q9BTU6; purified PI4K2A, ADP-Glo luminescence, 1 h; active compounds read low; activity change, negative = inhibition, % at 76.9 µM; actives 0.13% (n = 420,000); in the data active = activity change below about -50%;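 also: -100% = wells without enzyme as full effect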
Target sequence (Q9BTU6 whole entry, looked up): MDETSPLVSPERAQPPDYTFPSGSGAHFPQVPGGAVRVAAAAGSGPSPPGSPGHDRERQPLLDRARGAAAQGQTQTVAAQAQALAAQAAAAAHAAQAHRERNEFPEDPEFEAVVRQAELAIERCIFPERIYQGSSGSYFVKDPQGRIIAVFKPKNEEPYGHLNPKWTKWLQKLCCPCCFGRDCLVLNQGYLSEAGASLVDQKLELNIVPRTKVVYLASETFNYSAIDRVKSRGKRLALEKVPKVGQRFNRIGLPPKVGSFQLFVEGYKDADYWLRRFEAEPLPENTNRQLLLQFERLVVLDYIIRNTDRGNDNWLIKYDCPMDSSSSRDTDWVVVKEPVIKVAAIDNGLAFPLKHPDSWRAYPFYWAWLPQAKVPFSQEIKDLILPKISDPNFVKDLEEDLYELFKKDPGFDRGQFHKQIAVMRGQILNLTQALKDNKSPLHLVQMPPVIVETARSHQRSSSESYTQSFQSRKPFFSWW
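Compounds are screened against recombinant PI4K2A using PI as substrate and ATP, the latter dispensed at 300 microM. Reactions run one hour at ambient temperature before ADP-Glo detection; full inhibition defined by wells lacking enzyme.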
GLS inh – inhibitors of human glutaminase (GLS); O94925; GLS enzymatic activity, qHTS titration; Potency, µM (titrated, usually from 45.5 µM), for the others: at the top dose activity change, negative = inhibition, usual class: inhibitors; actives 0.21% (n = 410,000); AID 624170; active = well fitted inhibition curve with a large enough effect; also: potency is read from the fitted curve at half-maximal effect
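hKGA in 45 mM KH2PO4 (pH 8.2), 0.02% Tween-20 with compound, then 1mM L-Glutamine (stock as added) plus glutamate oxidase/HRP/Amplex red coupling mix. Fluorescence read initially and after 30 min at RT; signal change reflects glutamate formation.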
An asterisk follows results filed as active; [ ] = another dose, or the depositor's remark. Unless noted, % is scaled to controls: 0 for no effect and ±100 for the full control effect. Not all compounds are listed; rates above refer to the full screens.

entry	Compound	PI4K2A inh	GLS inh
1	Cc1ccc(Cn2c(C)c(C(=O)NCc3cccc(C(F)(F)F)c3)sc2=O)cc1	6	-9%
2	COc1ccc(C(N)c2csc(Nc3cc(Oc4ccccc4)ncn3)n2)cc1 (stereo not drawn)	-2	4%
3	C=CCOc1cccn2c(N(C=O)Cc3ccccc3)c(CC)nc12	-3	-9%
4	CCc1nc2c(OCc3ccccc3)cccn2c1N(C)C(=O)COc1ccccc1	2	-3%
5	COCCNC(=O)C1(C)CCN(C(=O)c2ccc(C(F)(F)F)nc2C)C1 (stereo not drawn)	-2	-2%
6	C[C@@H]1COc2cc(N3CC[C@H](O)C3)ccc2S(=O)(=O)N1	0	10%
7	CCCNC(=O)c1cc(C2CCCN(C(=O)c3ccc(OC)cc3)C2)on1 (stereo not drawn)	0	1%
8	Clc1cccc(-c2nc3ccc(Br)cn3c2Cc2ccccc2)c1	-9	13%
9	CCc1nc2ccc(C(=O)Nc3cccc(NS(C)(=O)=O)c3)cn2c1N(C)CCCc1ccccc1	-3	-5%
10	OC(c1ccc(Cl)cc1)c1ncc(-c2cccc(F)c2)[nH]1 (stereo not drawn)	-3	6%
11	COc1ccc(CN2C[C@@H](CO)O[C@@H](n3cnc4c(NC5CCC5)ncnc43)C2)cc1	-2	1%
12	CCCc1nc2ccc(Br)cn2c1Cc1ccccc1OC	-4	-1%
13	COc1ccc(CNC(=O)/C=C/[C@H]2O[C@@H](n3cc(C)c(=O)[nH]c3=O)C[C@@H]2O)cc1	-1	18%
14	CCOC(=O)[C@]12CCC=C1N(CCC1=CCCCC1)C(=O)[C@H](CC(=O)N1CCN(C(=O)C3CC3)CC1)C2	5	-15%
15	COc1ccccc1-c1cnc(C(O)c2cc(Cl)cc(Cl)c2)[nH]1 (stereo not drawn)	4	-6%

New compounds follow:
entry	Compound	PI4K2A inh	GLS inh
16	CCOC(=O)[C@]12CCCC=C1N(Cc1ccc(Cl)cc1Cl)C(=O)[C@H](CC(=O)N1CCSCC1)C2	1	-1%
17	COc1ccccc1-c1cnc(C(O)c2ccc(C)cc2)[nH]1 (stereo not drawn)	-6	9%
18	C#Cc1cccc(Nc2nc(NC(C)C)nc3ccsc23)c1	-1	12%
19	Cc1ccc(-c2nc3cc(C)c(Br)c(C)n3c2Cc2cccc(Cl)c2)cc1	-2	2%
20	COC(=O)c1ccc2nc(-c3ccc(F)cc3)c(CC3CCCCC3)n2c1	-7	-11%
21	CC(=O)NCCNC(=O)C1(C)Cc2c(-c3ccc(C(N)=O)cc3)ccnc2O1 (stereo not drawn)	-4	-3%
22	O=C(OC1CC2CC1[C@H]1CCCCN1C2=O)N1CCN(c2ccccc2)CC1 (stereo partly drawn)	2	55%[activator]
23	CC(O)(c1ccccc1)c1nc(-c2cccc(C#N)c2)cs1 (stereo not drawn)	-1	1%
24	O=C(NCCc1ccccc1)C1Cc2c(-c3ccccc3)ccnc2O1 (stereo not drawn)	-6	5%
25	CN(C)CCCNc1nc2cc(-c3ccc4c(ccn4C)c3)sc2c(=O)n1C	-6	4%
26	OC(c1cc(F)cc(Cl)c1)c1ncc(-c2cccc(C(F)(F)F)c2)[nH]1 (stereo not drawn)	4	-26%
27	CCNC(=O)C1(C)CCCN1C(=O)c1c(F)cccc1F (stereo not drawn)	8	-21%
28	CC1=C(C(=O)N(C(C)C)C(C)C)CC(CC(=O)NC2CC2)C(=O)N1Cc1ccc(C(C)(C)C)cc1 (stereo not drawn)	-2	-2%
29	COc1ccccc1C(NC(=O)C1CCN(CCOc2ccc(Cl)cc2)CC1)c1ccccn1 (stereo not drawn)	5	4%
30	COc1ccc(CC(N)c2csc(NC(=O)NCCc3ccccc3)n2)cc1 (stereo not drawn)	2	6%

Entries from the list above containing a thiophene ring, fused or not (two):
entry	Compound	PI4K2A inh	GLS inh
18	C#Cc1cccc(Nc2nc(NC(C)C)nc3ccsc23)c1	-1	12%
25	CN(C)CCCNc1nc2cc(-c3ccc4c(ccn4C)c3)sc2c(=O)n1C	-6	4%

Full records, quoted from the list. Values in the order: PI4K2A inh | GLS inh
O=C(OC1CC2CC1[C@H]1CCCCN1C2=O)N1CCN(c2ccccc2)CC1 (stereo partly drawn) across the screens: 2 | 55%[activator]
COc1ccccc1-c1cnc(C(O)c2ccc(C)cc2)[nH]1 (stereo not drawn) across the screens: -6 | 9%
CCOC(=O)[C@]12CCCC=C1N(Cc1ccc(Cl)cc1Cl)C(=O)[C@H](CC(=O)N1CCSCC1)C2 across the screens: 1 | -1%
OC(c1cc(F)cc(Cl)c1)c1ncc(-c2cccc(C(F)(F)F)c2)[nH]1 (stereo not drawn) across the screens: 4 | -26%
CN(C)CCCNc1nc2cc(-c3ccc4c(ccn4C)c3)sc2c(=O)n1C across the screens: -6 | 4%

Other entries.
entry	Compound	PI4K2A inh	GLS inh
31	COc1cc(NC(=O)c2ccc(-c3cnn(C)c3)c3ccoc23)cc(OC)c1OC	-3	-25%
32	O=C(c1ccc(-c2ccccc2)cc1)N1CCN(c2ccc3c(c2)C2CC3CCN2C(=O)OCc2ccccc2)CC1 (stereo not drawn)	-2	7%
33	CCOC(=O)C1(C)CCCN1C(=O)c1ccc(Cl)nc1 (stereo not drawn)	-2	7%
34	CC1(C(=O)NS(=O)(=O)c2ccccc2)CCN1C(=O)c1ccccc1 (stereo not drawn)	4	3%
35	CC(C)C[C@H]1CNC(=O)C(=O)N1C[C@@H]1CCCN1C[C@H](Cc1ccccc1)N1C[C@H](CC(C)C)N(CC2CCCCCC2)C(=O)C1=O	7	-1%
36	CC1(Cc2ccc(F)cc2)C(=O)Nc2c(Cl)ccc(Cl)c21 (stereo not drawn)	6	-10%
37	CC(N)c1csc(Nc2ccc(C(=O)NCCO)cc2)n1 (stereo not drawn)	2	19%
38	O=C(NN1CCCCC1)NN1CCCCC1	0	-6%
39	CCCN1CCC(C(=O)NC(c2ccc(Cl)cc2)c2ccsc2)CC1 (stereo not drawn)	-11	1%
40	CC(C)CC(N)c1csc(Nc2ccc(C(F)(F)F)cn2)n1 (stereo not drawn)	-6	10%
41	Clc1cccc(-c2nc3c4ccccc4ccn3c2Cc2ccsc2)c1	1	3%
42	CC1(C)OC(=O)C2=C(C[C@@H](C3CCCCC3)O[C@@H]2c2ccc(Cl)cc2)O1	1	2%
43	CS(=O)(=O)/C(C#N)=C/c1cccn1S(=O)(=O)c1ccc([N+](=O)[O-])cc1	5	-1%
44	Cc1ccc(Cc2c(-c3ccccc3)nc3cc(C)c(Br)c(C)n23)cc1	4	-20%
45	Cc1cccc(C)c1Cn1c(C)c(C(=O)NCc2ccc([N+](=O)[O-])cc2)sc1=O	1	-8%

The list continues:
entry	Compound	PI4K2A inh	GLS inh
46	COc1cc(Cn2c3ccc(NC(=O)CCc4cccnc4)cc3c(=O)n2C)ccc1F	-5	6%
47	CC(C)CC(N)c1csc(Nc2ccccn2)n1 (stereo not drawn)	2	7%
48	COc1cccc(-c2sc3ccc(OC)cc3c2-c2cnc(N3CCOCC3)nc2)c1	3	4%
49	CCCNC(=O)C1(C)CCCN(CC(=O)c2ccccc2OC)C1 (stereo not drawn)	-4	27%
50	O=C1NC[C@H](Cc2ccc(O)cc2)N(CCc2cccc(F)c2)C1=O	2	-12%
51	CSc1ccc(CN2CCC(C)(Oc3ccccc3)C2)cc1 (stereo not drawn)	-3	23%
52	COc1ccc(Cn2cc(CN3CC(N4CCCC4)CS3(=O)=O)nn2)cc1 (stereo not drawn)	-4	4%
53	CN(C)CCN1CCN(C2CN(Cc3cn(Cc4ccc(Cl)cc4)nn3)S(=O)(=O)C2)CC1 (stereo not drawn)	-12	-17%
54	CCCCNC(=O)C1(C)CCN1C(=O)c1cc2ccccc2s1 (stereo not drawn)	-3	-1%
55	CCOC(=O)C1(C)CCCN(C(=O)c2cccc3ccccc23)C1 (stereo not drawn)	-11	4%
56	COc1ccc(C(=O)N2CCCCC2c2cc(C(=O)Nc3ccc(OC)cc3C)no2)cc1 (stereo not drawn)	-2	3%
57	C[C@H](c1ccccc1)N1C[C@H](COCc2ccccc2)Oc2cc(N3CCC[C@H]3C(N)=O)ccc2S1(=O)=O	0	2%
58	O=S1(=O)N[C@@H](Cc2ccccc2)COc2cc(N3CC[C@H](O)C3)ccc21	0	11%
59	COC(=O)c1ccc(Cn2c(C)c(C(=O)NCc3ccc([N+](=O)[O-])cc3)sc2=O)o1	-1	-31%
60	CC(=O)Nc1cncc(-c2cccc(C(=O)NC3CC3)c2)n1	-6	11%

Further entries follow.
entry	Compound	PI4K2A inh	GLS inh
61	CCCNC(=O)C1(C)CCN(Cc2csc(-c3ccc(Cl)cc3)n2)C1 (stereo not drawn)	-3	13%
62	COc1ccc(-c2csc(C(C)(O)c3ccc(F)c(F)c3)n2)cc1OC (stereo not drawn)	2	-3%
63	O=C(NCc1ccccc1)c1cc(C2CCCCN2S(=O)(=O)c2cccc3cccnc23)on1 (stereo not drawn)	-6	-4%
64	COCCNc1nc(Nc2ccc(Cl)cc2F)c2sccc2n1	1	7%
65	CCCCn1nnnc1C(c1ccccc1)N1CCN(c2ccc(C(F)(F)F)cc2[N+](=O)[O-])CC1 (stereo not drawn)	3	-2%
66	CCN(CC)C(=O)c1cccc(-c2csc(C(C)(NC(C)=O)c3ccccc3)n2)c1 (stereo not drawn)	-3	13%
67	c1ccc2c(C(c3nnnn3-c3ccc4c(c3)OCCO4)N3CCCCC3)ccnc2c1 (stereo not drawn)	-4	1%
68	N#Cc1cccc(NC(=O)c2cc(C3CCCCN3S(=O)(=O)c3ccccc3)on2)c1 (stereo not drawn)	-4	-10%
69	CC(=O)c1cccc(NC(=O)C2Cc3c(-c4cccc(C(C)=O)c4)ccnc3O2)c1 (stereo not drawn)	0	-6%
70	CC1(C(=O)NS(=O)(=O)C2CC2)CCCN(C(=O)c2ccco2)C1 (stereo not drawn)	-2	3%
71	CCNC(=O)C1CCCN(Cc2cc(C(F)(F)F)ccc2Cl)CC1 (stereo not drawn)	1	-3%
72	CCCNC(=O)c1cc(C2CCCCN2C(=O)c2ccc(C#N)cc2)on1 (stereo not drawn)	-4	3%
73	CN1OC[C@@H]2CN(Cc3ccccc3)[C@H](c3ccc(N4CCCCC4)cc3)C[C@@H]21	2	41%[activator]
74	COCCCn1cc(CN2CC(N3CCN(Cc4ccccc4F)CC3)CS2(=O)=O)nn1 (stereo not drawn)	-5	-4%
75	Cc1cccc(C(O)c2ncc(-c3ccc(Cl)cc3)[nH]2)c1C (stereo not drawn)	2	1%

Further records follow:
entry	Compound	PI4K2A inh	GLS inh
76	COc1ccc(CNC(=O)c2cccc3c(-c4ccc(F)c(F)c4)coc23)cc1OC	2	11%
77	CC(=O)c1cccc(-c2ccnc3c2CC(C(=O)Nc2cccc(NS(C)(=O)=O)c2)O3)c1 (stereo not drawn)	0	5%
78	CC1(Cc2ccc(Cl)cc2)C(=O)Nc2ccc(S(=O)(=O)NC3CCCCC3)cc21 (stereo not drawn)	-2	13%
79	O=C(/C=C/[C@H]1O[C@@H](n2cnc3c(NC(=O)c4ccccc4)ncnc32)[C@H](O)[C@@H]1O)NCC1CCCCC1	-3	26%
80	COc1ccc(-c2nc3cc(C)c(Br)c(C)n3c2Cc2ccc(C)cc2)cc1OC	-1	1%
81	CCCNC(=O)C1(C)CCN(C(=O)C(c2ccccc2)c2ccccc2)C1 (stereo not drawn)	-2	0%
82	Cc1ccccc1S(=O)(=O)NC(=O)C1(C)CCN1C(=O)C1(c2ccc(Cl)cc2)CC1 (stereo not drawn)	1	9%
83	COc1ccc(NC(=O)C2(C)CCCN(C(C)=O)C2)cc1F (stereo not drawn)	-5	-2%
84	COc1cccc(C(=O)c2ccccc2C(=O)O)c1	3	6%
85	CC(O)(c1cccnc1)c1nc(-c2cccc3cccnc23)cs1 (stereo not drawn)	-1	-3%
86	COc1ccc(-c2cc3c(c4c2ccn4C)C2CCC3O2)cc1OC (stereo not drawn)	-4	1%
87	CC(C)NC(=O)C1(C)CCN1C(=O)C1(c2ccccc2)CC1 (stereo not drawn)	3	-2%
88	CCCCNC(=O)C1c2ccccc2OCC(=O)N1CC(F)(F)F (stereo not drawn)	-13	13%
89	CC1=C(C(=O)N(C)C)CC(CC(=O)NCCCN(C)C)C(=O)N1Cc1ccc(F)cc1 (stereo not drawn)	4	0%
90	CC(C)C[C@H]1CN(CCCC[C@H]2CNC(=O)C(=O)N2CCC2CCCCC2)C(=O)C(=O)N1CC1CCCCC1	1	-2%

Going on with the list:
entry	Compound	PI4K2A inh	GLS inh
91	O=C(NCc1cccs1)c1csc([C@@H]2O[C@H](CO)[C@H](O)[C@H](O)[C@H]2O)n1	2	-21%
92	CCOC(=O)[C@]12CCC=C1N(CCC1=CCCCC1)C(=O)[C@H](CC(=O)NCCCCc1ccccc1)C2	-1	-6%
93	Cc1cc(Br)cn2c(Cc3ccccc3C(F)(F)F)c(C3CCCCC3)nc12	2	4%
94	COCCNC(=O)C1CCCN(C(=O)c2cncc(Br)c2)CC1 (stereo not drawn)	-2	6%
95	CC1(C(=O)NS(=O)(=O)C2CC2)CCCN(C(=O)COCc2ccccc2)C1 (stereo not drawn)	-4	4%
96	COc1cccc(NC(=O)C2(C)CCCN2C(=O)C(C)C)c1 (stereo not drawn)	1	-2%
97	O=NN(C(=O)NCc1cccnc1)C1CCCCC1	0	4%
98	CCOC(=O)C(=O)N(C)c1c(CC)nc2c(OCc3cccc(OC)c3)cccn12	-6	2%
99	OCCNc1ncnc2c1ncn2[C@H]1CN(Cc2ccc(-c3ccccc3)cc2)C[C@@H](CO)O1	-1	0%

Screening data as filed in PubChem.
